# Compound activity as filed in PubChem BioAssay.
# GASC1 inh = KDM4C (human) demethylase inhibition | inhibition, % at 12.5 µM | 0.15% of 96,000 active | GST-KDM4C 2-372, H3K9me3 peptide, LANCE TR-FRET | Q9H3R0;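 active means mean replicate inhibition above about 25%, with at least 55% of replicates also reaching it, limit read from the data, passing the limit was not always enough; inconclusive means only one of those two conditions met; inactive means neither condition met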
# Target sequence (Q9H3R0 2-372 limits assumed): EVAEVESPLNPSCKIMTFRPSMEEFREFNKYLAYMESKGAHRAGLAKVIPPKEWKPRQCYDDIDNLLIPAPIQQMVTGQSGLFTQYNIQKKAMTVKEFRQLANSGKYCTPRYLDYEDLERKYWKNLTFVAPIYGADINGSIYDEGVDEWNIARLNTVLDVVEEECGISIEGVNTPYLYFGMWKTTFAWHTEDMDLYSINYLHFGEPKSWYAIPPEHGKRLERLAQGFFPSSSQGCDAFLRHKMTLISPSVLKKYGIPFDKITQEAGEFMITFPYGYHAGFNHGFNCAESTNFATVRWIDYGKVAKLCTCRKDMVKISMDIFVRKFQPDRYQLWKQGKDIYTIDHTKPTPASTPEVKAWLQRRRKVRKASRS
#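 Test system – GST-tagged GASC-1 (JMJD2C) catalytic fragment, aa 2-372 · Medium – HEPES buffer, pH 7.5, plus ascorbate · Reagent – H3K9me3 peptide with Fe(II)/2OG · Compound – one test concentration per compound · Timing – 30 min reaction, 60 min detection, RT · Technique – TR-FRET with Eu antibody and ULight streptavidin, EDTA stop · Read-out basis – inhibition from TR-FRET ratio decrease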
# C diff HTS = blocks growth of Clostridium difficile; Clostridium difficile clinical isolate growth, OD600, 24 h; active compounds read low; growth activity, negative = inhibition, % at 16 µg/mL (by protocol); 0.25% of 86,000 active; AID 1259249;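 active means mean growth activity at or below -80% and every replicate also at or below -80%; inconclusive means mean at or below -80% but some replicate above -80%; inactive means mean growth activity above -80%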;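 further: 0% = DMSO wells and -100% = levofloxacin 16 µg/mL wells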
# Pf Dd2 inh = P. falciparum Dd2 growth inhibition | SYBR Green, 72 h; active compounds read low | activity change, % at 10 µM | 2.3% of 94,000 active | AID 1159554; in the data active means activity change below about -80%; inconclusive means no clear call, values can overlap the other calls
# T cruzi growth = T. cruzi proliferation inhibition; T. cruzi beta-gal in NIH3T3, GalScreen luminescence, 90 h; 5.9% of 77,000 active; inhibition, % at 8.34 µM;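 active means mean inhibition above about 93%, with at least 55% of replicates each passing it, limit read from the data, passing the limit was not always enough; inconclusive means only one of those two conditions holds; inactive means neither condition holds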
# Numbers without * were called inactive; ? = inconclusive; nt = no result given.
# Key to letters: A = GASC1 inh; B = C diff HTS; C = Pf Dd2 inh; D = T cruzi growth
C[C@H]1CN([C@@H](C)CO)C(=O)c2cc(NC(=O)CCC(F)(F)F)ccc2O[C@@H]1CN(C)S(=O)(=O)c1ccc(Cl)cc1
  A = 0.3	B = 1	C = -24	D = -30
O=C(c1cccc(F)c1)N1CC[C@@H]2[C@H]1c1cc(C#Cc3ccc(F)cc3)ccc1N[C@@H]2CO
  A = -2.4	B = 41	C = 0	D = 114*
COCC#Cc1ccc2c(c1)O[C@@H](CN(C)CC1CCOCC1)[C@H](C)CN([C@H](C)CO)S2(=O)=O
  A = -0.2	B = 2	C = -43	D = 29
C[C@H]1CN([C@@H](C)CO)C(=O)c2cc(NC(=O)CCN3CCOCC3)ccc2O[C@@H]1CN(C)C(=O)Nc1ccc2c(c1)OCO2
  A = 0.9	B = nt	C = 18	D = 30
CO[C@@H]1CN(C)C(=O)c2cc(NC(=O)Nc3ccc(Cl)cc3)ccc2OC[C@@H](C)N(C)C[C@@H]1C
  A = -0.5	B = 31	C = -7	D = -38
CCCC#Cc1ccc([C@@H]2[C@@H](CO)N3CCCCN(S(=O)(=O)c4ccccc4C)C[C@H]23)cc1
  A = 0.9	B = 43	C = -55	D = 119*
CN1C(=O)c2cc(NS(C)(=O)=O)ccc2OC[C@@H]2O[C@@H](CC(=O)NCc3ccc(-c4ccccc4)cc3)CC[C@H]21
  A = -1.0	B = nt	C = nt	D = 7
COc1ccc2c3c([nH]c2c1)[C@@H](CO)N(C(=O)c1ccccc1)CC31CN(C(=O)CC2CC2)C1
  A = -0.3	B = 38	C = -54	D = nt
C[C@@H]1CCCCO[C@H](CN(C)C(=O)Nc2ccc3c(c2)OCO3)[C@H](C)CN([C@H](C)CO)C(=O)c2cc(NS(C)(=O)=O)ccc2O1
  A = 0.0	B = 3	C = -6	D = -20
C[C@H](CO)N1C[C@H](C)[C@H](CN(C)Cc2ccccc2)OCCCC[C@H](C)Oc2ccc(NC(=O)Nc3ccc(F)cc3)cc2C1=O
  A = -2.1	B = 17	C = 4	D = ?

# Key to letters: A = GASC1 inh; B = C diff HTS; C = Pf Dd2 inh; D = T cruzi growth
O=C(NCC[C@@H]1CC[C@@H](NC(=O)C2CC2)[C@@H](CO)O1)Nc1ccc(C(F)(F)F)cc1
  A = 0.1	B = -85*	C = -16	D = -5
CCC(=O)N1C[C@@H](C)[C@@H](OC)CN(C)C(=O)c2cc(NC(=O)C3CCOCC3)ccc2OC[C@H]1C
  A = 1.2	B = nt	C = 17	D = nt
Cc1cccc(S(=O)(=O)N2C[C@@H](O)COC[C@H]3O[C@@H](CC(=O)NCc4ccncn4)CC[C@@H]32)c1
  A = 0.1	B = nt	C = 11	D = 11
CCCNC(=O)N1[C@H](CO)[C@@H](c2ccc(-c3ccc(C(=O)N(C)C)cc3)cc2)[C@@H]1C#N
  A = 3.0	B = 7	C = -11	D = 46
COc1ccc2c3c([nH]c2c1)[C@@H](CO)N(C(=O)NC1CCCC1)CC31CCN(S(C)(=O)=O)CC1
  A = -1.5	B = -10	C = 7	D = nt
Cc1ccc(S(=O)(=O)Nc2ccc3c(c2)CC(=O)N([C@@H](C)CO)C[C@@H](C)[C@@H](CN(C)S(=O)(=O)c2ccccc2)O3)cc1
  A = -1.9	B = 9	C = 8	D = 64
C/C=C/c1ccc2c(c1)O[C@@H](CN(C)Cc1ccncc1)[C@H](C)CN([C@H](C)CO)S2(=O)=O
  A = 17	B = -1	C = -55	D = 102*
CO[C@@H]1CN(C)C(=O)c2ccc(NC(=O)C3CCCCC3)cc2OC[C@H](C)N(Cc2nccs2)C[C@H]1C
  A = 0.0	B = nt	C = nt	D = -11
C[C@H]1CN([C@@H](C)CO)C(=O)c2cc(NC(=O)Nc3cccc4ccccc34)ccc2O[C@@H]1CN(C)S(=O)(=O)c1ccc(Cl)cc1
  A = -0.7	B = -12	C = -32	D = 42
C[C@@H]1CN([C@@H](C)CO)C(=O)Cc2cc(NC(=O)Nc3ccccc3)ccc2O[C@H]1CN(C)C(=O)Nc1ccc(F)cc1
  A = -1.7	B = 0	C = -15	D = 5

# Key to letters: A = GASC1 inh; B = C diff HTS; C = Pf Dd2 inh; D = T cruzi growth
C[C@@H]1CN([C@H](C)CO)C(=O)c2cc(NC(=O)Nc3ccccc3)ccc2O[C@@H](C)CCCCO[C@@H]1CN(C)CC1CCCCC1
  A = -1.0	B = 12	C = ?	D = 87
CO[C@H]1CN(C)C(=O)c2cc(NC(C)=O)ccc2OC[C@@H](C)N(C(=O)c2cnccn2)C[C@H]1C
  A = -0.2	B = nt	C = 30	D = 27
CCC(=O)N1CC[C@@H]2[C@H]1c1cc(-c3ccccc3)ccc1N(C)[C@H]2CO
  A = 2.4	B = -5	C = -5	D = 36
COCC(=O)Nc1ccc2c(c1)[C@H]1C[C@H](CC(=O)NC3CCCCC3)O[C@H](CO)[C@H]1O2
  A = 1.0	B = nt	C = 6	D = 10
CCCN(C)C[C@@H]1OCCCC[C@H](C)Oc2ccc(NC(=O)c3ccccc3)cc2C(=O)N([C@H](C)CO)C[C@@H]1C
  A = -0.5	B = 0	C = nt	D = 65
O=C(C[C@H]1C=C[C@H](NS(=O)(=O)c2ccccc2)[C@@H](CO)O1)NCCN1CCCCC1
  A = 1.8	B = 2	C = 5	D = 67
C[C@@H]1CCCCO[C@H](CN(C)C(=O)Nc2ccc(C(F)(F)F)cc2)[C@H](C)CN([C@@H](C)CO)C(=O)c2cc(NC(=O)c3ccccc3)ccc2O1
  A = 1.6	B = -2	C = -76	D = 86
Cc1ccc(S(=O)(=O)N(C)C[C@@H]2Oc3ccc(NC(=O)Cc4ccccc4)cc3CC(=O)N([C@@H](C)CO)C[C@H]2C)cc1
  A = 5.3	B = 8	C = -54	D = 43
COc1ccc(NC(=O)N(C)C[C@@H]2Oc3c(NS(=O)(=O)c4ccc(C)cc4)cccc3C(=O)N([C@H](C)CO)C[C@H]2C)cc1
  A = -1.9	B = 0	C = 7	D = -8
COCC(=O)Nc1ccc2c(c1)C(=O)N(C)C[C@H](OC)[C@@H](C)CN(C(=O)c1ccccn1)[C@@H](C)CO2
  A = 1.7	B = nt	C = 36	D = 15

mol	GASC1 inh	C diff HTS	Pf Dd2 inh	T cruzi growth
Cc1ccc(-c2ccc3c(c2)O[C@@H](CN(C)Cc2ccc(C(=O)O)cc2)[C@H](C)CN([C@@H](C)CO)S3(=O)=O)cc1	1.6	-6	-22	50
N#Cc1ccc(-c2ccc(C3[C@H]4CNC[C@@H]3N4C(=O)Nc3ccc(Cl)cc3)cc2)cc1 (some centres not stated)	-0.4	48	25	nt
CO[C@@H]1CN(C)C(=O)c2cc(NC(=O)c3ccc(F)cc3)ccc2OC[C@@H](C)N(C(=O)CC2CC2)C[C@H]1C	0.6	nt	nt	-32
COc1ccc(NC(=O)N(C)C[C@@H]2Oc3ncc(C4=CCCC4)cc3C(=O)N([C@@H](C)CO)C[C@H]2C)cc1	-1.2	0	11	5
COc1ccc(S(=O)(=O)Nc2ccc3c(c2)C(=O)N([C@H](C)CO)C[C@@H](C)[C@@H](CN(C)C(=O)Nc2c(C)noc2C)OCCCC[C@@H](C)O3)cc1	-1.1	-7	-10	-3
CO[C@H]1CN(C)C(=O)c2cc(NC(=O)c3ccc(F)cc3)ccc2OC[C@@H](C)N(C(=O)CN(C)C)C[C@@H]1C	-0.1	-2	25	-103
C[C@@H]1CCCCO[C@H](CN(C)S(=O)(=O)c2cn(C)cn2)[C@H](C)CN([C@@H](C)CO)C(=O)c2cc(NC(=O)Nc3ccccc3)ccc2O1	-0.1	-3	-56	8
Cc1ccccc1-c1ccc([C@@H]2[C@@H](CO)N3C(=O)CN(C(=O)Cc4ccccn4)C[C@@H]23)cc1	-0.8	-15	-35	nt
CN(C)CC(=O)N1[C@@H]2c3ccc(C4=CCCC4)c(=O)n3C[C@H]1[C@H](CO)[C@H]2C(=O)NCC1CCCCC1	1.5	-4	7	58
Cc1noc(C)c1S(=O)(=O)Nc1ccc2c(c1)C(=O)N([C@H](C)CO)C[C@H](C)[C@H](CN(C)S(=O)(=O)c1cn(C)cn1)OCCCC[C@H](C)O2	-0.1	7	2	22
COc1ccc(NC(=O)Nc2ccc3c(c2)CC(=O)N([C@H](C)CO)C[C@H](C)[C@H](CN(C)S(=O)(=O)c2cccs2)O3)cc1	8.7	-6	7	10
O=C(C1CCCC1)N1CC(=O)N2[C@@H](CO)[C@@H](c3ccc(-c4cccnc4)cc3)[C@@H]2C1	10	-4	-20	nt
CCCN1C[C@@H](C)[C@@H](OC)CN(C)C(=O)c2cc(NS(=O)(=O)CC)ccc2OC[C@H]1C	1.3	-10	-12	27
C[C@@H]1CN([C@H](C)CO)C(=O)c2cc(C#CC3(O)CCCC3)cnc2O[C@@H]1CN(C)C(=O)CC1CC1	-0.6	0	35	6
CNC[C@@H]1OCCCC[C@H](C)Oc2ccc(NS(=O)(=O)c3ccc(OC)cc3)cc2C(=O)N([C@H](C)CO)C[C@H]1C	-1.3	-2	21	-14

# In the list so far, these have an NH in an aromatic ring.
mol	GASC1 inh	C diff HTS	Pf Dd2 inh	T cruzi growth
COc1ccc2c3c([nH]c2c1)[C@@H](CO)N(C(=O)c1ccccc1)CC31CN(C(=O)CC2CC2)C1	-0.3	38	-54	nt
COc1ccc2c3c([nH]c2c1)[C@@H](CO)N(C(=O)NC1CCCC1)CC31CCN(S(C)(=O)=O)CC1	-1.5	-10	7	nt

# With a hit mark in C diff HTS, among the entries above:
molecule	GASC1 inh	C diff HTS
O=C(NCC[C@@H]1CC[C@@H](NC(=O)C2CC2)[C@@H](CO)O1)Nc1ccc(C(F)(F)F)cc1	0.1	-85*

# New compounds follow.
mol	GASC1 inh	C diff HTS	Pf Dd2 inh	T cruzi growth
CO[C@H]1CN(C)C(=O)c2cc(NC(=O)C3CC3)ccc2OC[C@@H](C)N(CCC(F)(F)F)C[C@@H]1C	1.2	nt	-30	-27
C[C@H](CO)N1C[C@H](C)[C@@H](CN(C)Cc2ccc(C(=O)O)cc2)OCCCC[C@H](C)Oc2ccc(NC(=O)Nc3cccc4ccccc34)cc2C1=O	0.6	-5	34	12
C[C@@H]1CN([C@@H](C)CO)C(=O)c2cc(NS(=O)(=O)c3cn(C)cn3)ccc2O[C@@H]1CN(C)Cc1ccc(C(=O)Nc2ccccc2N)cc1	0.7	nt	35	107
CCC(=O)N(CC)C[C@H]1[C@H](c2ccc(-c3ccccc3)cc2)[C@@H](CO)N1C(C)=O	-3.2	5	-27	71
C[C@@H]1CN([C@@H](C)CO)C(=O)c2cc(C#Cc3cccnc3)cnc2O[C@H]1CN(C)Cc1ccc(F)cc1	-0.5	0	-34	nt
CCCN(C)C[C@@H]1Oc2cc(-c3cccc(C#N)c3)ccc2S(=O)(=O)N([C@@H](C)CO)C[C@@H]1C	-0.1	4	-82*	74
COc1ccccc1-c1cnc2c(c1)C(=O)N([C@H](C)CO)C[C@H](C)[C@H](CN(C)CC1CC1)O2	11	nt	-46	2
C[C@H]1CN([C@@H](C)CO)C(=O)c2cc(NC(=O)Cc3cn(C)c4ccccc34)ccc2O[C@@H]1CN(C)C(=O)Nc1ccc(F)cc1	-0.4	1	-17	19
COc1ccc(-c2ccc([C@H]3[C@@H](CO)N4C(=O)CN(Cc5ccc(C)cc5)C[C@@H]34)cc2)cc1	0.3	4	-22	nt
C[C@H]1CN([C@@H](C)CO)C(=O)Cc2cc(NC(=O)Nc3ccc(C(F)(F)F)cc3)ccc2O[C@@H]1CN(C)S(=O)(=O)c1ccc(Cl)cc1	-3.9	2	-25	-22
C[C@H](CO)N1C[C@H](C)[C@@H](CN(C)C(=O)C2CCC2)Oc2ncc(C3=CCCC3)cc2C1=O	4.3	-1	11	10
C[C@H]1CCCCO[C@@H](CN(C)C)[C@@H](C)CN([C@@H](C)CO)C(=O)c2cc(NC(=O)CCC(F)(F)F)ccc2O1	0.4	1	nt	-19
Cc1noc(C)c1NC(=O)N(C)C[C@@H]1Oc2ncc(C#CC3CCCCC3)cc2C(=O)N([C@@H](C)CO)C[C@@H]1C	-0.9	-1	5	nt
COCC(=O)Nc1ccc2c(c1)[C@@H]1C[C@@H](CC(=O)NCc3ccncc3)O[C@H](CO)[C@@H]1O2	0.3	-1	28	31
COc1ccc(NC(=O)Nc2cccc3c2O[C@@H](CN(C)Cc2ccccc2)[C@H](C)CN([C@@H](C)CO)C3=O)cc1	1.4	0	-15	50
CN1C(=O)c2cc(NC(=O)c3ccc(F)cc3)ccc2OC[C@H]2O[C@@H](CC(=O)O)CC[C@@H]21	0.1	-1	9	-41

# Compounds shown so far with a COOH group (three):
mol	GASC1 inh	C diff HTS	Pf Dd2 inh	T cruzi growth
Cc1ccc(-c2ccc3c(c2)O[C@@H](CN(C)Cc2ccc(C(=O)O)cc2)[C@H](C)CN([C@@H](C)CO)S3(=O)=O)cc1	1.6	-6	-22	50
C[C@H](CO)N1C[C@H](C)[C@@H](CN(C)Cc2ccc(C(=O)O)cc2)OCCCC[C@H](C)Oc2ccc(NC(=O)Nc3cccc4ccccc34)cc2C1=O	0.6	-5	34	12
CN1C(=O)c2cc(NC(=O)c3ccc(F)cc3)ccc2OC[C@H]2O[C@@H](CC(=O)O)CC[C@@H]21	0.1	-1	9	-41

# The order is random; about 7.3% have a hit in one of these screens.
